Source: PubChem (National Center for Advancing Translational Sciences (NCATS))
KB-V1 cytotox: KB-V1 MDR subline cytotoxicity | KB-V1 MDR cells viability, CellTiter-Glo, 72 h | Potency, µM (doses to about 46.1 µM), for inactives: at the top dose activity change, negative = cytotoxicity, usual class: cytotoxic | actives 3.4% (n = 400,000) | AID 1347076; also: potency is read from the fitted curve at half-maximal effect; % is scaled to controls: 0 for no effect and ±100 for the full control effect; nearly all actives have a fitted effect of over 60% in size
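qHTS viability screen in drug-selected KB-V1 MDR cells: 72 h compound treatment at 37 degrees C, ATP luminescence end point.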
KB-3-1 tox: KB-3-1 parental cell cytotoxicity; KB-3-1 viability, CellTiter-Glo ATP luminescence, 72 h; Potency, µM (titrated, usually from 46.1 µM), without a hit: at the top dose activity change, negative = cytotoxic, most hits filed as cytotoxic; actives 1.4% (n = 400,000); also: potency is read from the fitted curve at half-maximal effect; % is scaled to controls: 0 for no effect and ±100 for the full control effect; nearly all actives have a fitted effect of over 60% in size
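Multi-concentration cytotoxicity screen in KB-3-1 cells grown in DMEM lacking phenol red with 10% FBS. After 72 h at 37 °C with compound, ATP-dependent luminescence was recorded.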
IL1B secr inh: blocks inflammasome-driven IL-1 beta release; THP-1 LPS/ATP IL-1B secretion, AlphaLISA, 16 h; hits give low values; activity change, % at 57.5 µM; actives 4.7% (n = 360,000); AID 743279; in the data active = activity change below about -50%; inconclusive = mostly about -30% to -49%; also: % is scaled to controls: 0 for no effect and ±100 for the full control effect
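THP-1 cells pretreated 1 hr with compounds (up to 57.5 uM final), then stimulated with LPS (250 ng/mL final) plus ATP (1.25 mM final); secreted IL-1B measured by AlphaLISA after 16 hr, decreased signal indicating inhibition.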
HT1080NT lethal: kills 2HG-producing HT-1080-NT fibrosarcoma cells; AID 686970; Potency, µM (series often up to 46.1 µM), for inactives: at the top dose activity, negative = less viability, hits mostly cytotoxic; HT-1080-NT fibrosarcoma viability, CellTiter-Glo ATP luminescence, 48 h; actives 1.6% (n = 360,000);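 also: NT is the 2HG producing partner of a matched IDH1 knockdown line; potency is read from the fitted curve at half-maximal effect; 0% = DMSO-treated cells and -100% = media-only wells without cells; nearly all actives have a fitted effect of over 55% in size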
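Compounds were tested in concentration-response format on HT-1080-NT cells for 48 hours at 37 degrees C. Cell viability came from CellTiter-Glo luminescence; curves were classified by r2, response magnitude and activity.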
HT1080 IDH1KD tx: HT-1080 IDH1 knockdown cell toxicity (counter line). HT-1080 IDH1 knockdown viability, ATP luminescence, 48 h. Potency, µM (series often up to 46.1 µM), for the others: top-dose activity, negative = toxicity, usual class: cytotoxic. actives 2% (n = 360,000). AID 686971;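 also: potency is read from the fitted curve at half-maximal effect; 0% = DMSO wells and -100% = cell-free medium wells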
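Using the IDH1-knockdown HT-1080 line run in the same batch and compound series as the NT line, viability after 48 h at 37 °C was determined by CellTiter-Glo luminescence and expressed as % activity.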
MCF10A rereplic: inducers of DNA re-replication in MCF 10A breast cells; actives 2.9% (n = 350,000); Potency, µM (doses to about 46.1 µM), without a hit: at the highest dose activity, positive = re-replication, hits mostly activators; MCF 10A DNA re-replication, Hoechst nuclear intensity, 48 h; also: potency is read from the fitted curve at half-maximal effect; % of control where 0% means no effect; nearly all actives have a fitted effect of over 50% in size
ATXN2 expr inh: reduces ATXN2 reporter expression in HEK-293 cells; actives 0.72% (n = 360,000); Potency, µM (doses to about 57 µM), for the others: at the top dose activity change, negative = inhibition, most hits filed as inhibitors; AID 1745845; HEK-293 ATXN2-luciferase reporter, luminescence, 24 h; also: potency is read from the fitted curve at half-maximal effect; % is scaled to controls: 0 for no effect and ±100 for the full control effect; nearly all actives have a fitted effect of over 55% in size
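qHTS (up to 57 uM final) was run with 24 h compound exposure of reporter cells at 37 °C. Each well was multiplexed: SteadyGlo luminescence measured ATXN2-luciferase expression after a fluorogenic Gly-Phe-AFC viability readout (25 uM final).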
SW480 rereplic: DNA re-replication induction in SW480 cells; Potency, µM (series often up to 46.1 µM), without a hit: at the top dose re-replication activation, usual class: activators; SW480 DNA re-replication, Hoechst DNA content imaging, 48 h; actives 1.8% (n = 340,000); also: potency is read from the fitted curve at half-maximal effect; % of control where 0% means no effect; nearly all actives have a fitted effect of over 55% in size
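Treated cells incubate 48 hr (37 C, 5% CO2), are stained 40 min with Hoechst, and nuclear fluorescence is enumerated; a rise in nuclei with high DNA signal marks re-replication.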
ATXN viability: reduces viability in counter-screen for ATXN expression inhibitors. S2 cells (HEK-293 line with an ATXN2-luciferase reporter) viability, CellTiter-Fluor protease fluorescence, 24 h. Potency, µM (series often up to 56.7 µM), hits mostly cytotoxic. actives 0.49% (n = 400,000); also: potency is read from the fitted curve at half-maximal effect; nearly all actives have a fitted effect of over 40% in size
Active calls of the source: *; i = inactive; ? = inconclusive; nt = not tested or not shown; + = active, no number; & = joins results of further samples; ! = not confirmed by another sample; [ ] = remark or other dose. Unless noted, calls follow the shape of the dose curve; as a rule, active = well fitted curve in the direction sought with a large enough effect; inconclusive = small, poorly fitted or top-dose-only effect, or another doubt; inactive = no such curve, though single readings can be large; an effect the other way counts as inactive or inconclusive.

SMILES	KB-V1 cytotox	KB-3-1 tox	IL1B secr inh	HT1080NT lethal	HT1080 IDH1KD tx	MCF10A rereplic	ATXN2 expr inh	SW480 rereplic	ATXN viability
O=C(Nc1ccccc1N1CCCC1)C1CCN(S(=O)(=O)c2ccc(F)cc2)CC1	8.2µM*	?	-16	1%	0%	-2%	4%	?	i
Cc1ccc(NC(=O)CN2CCN(Cc3ccccc3)CC2)cc1	-4%	-10%	4	-8%	4%	0%	nt	31%	i
CN(C)c1ccc(/C=C/c2ccc3ccccc3n2)cc1	7.3µM*!	8.2µM*!	27	?	?	5.2µM*	nt	23µM*	nt
CCc1ccccc1Nc1nc2ccccc2n2cnnc12	-8%	-2%	nt	nt	nt	nt	-12%	nt	i
NS(=O)(=O)c1ccc(CCNC(=O)c2ccc(C#CC3(O)CCCCC3)cc2)cc1	-4%	?	-8	?	?	28%	?	-6%	i
O=C(Nc1cc(Cl)ccc1Cl)Nn1cnnc1	0%	18%	15	10%	4%	-2%	14%	-16%	i
c1ccc(-c2cn(C[C@H]3CC[C@@H]([C@@H]4CC[C@H](Cn5cc(-c6ccccc6)nn5)O4)O3)nn2)cc1	-1%	-7%	-14	-11%	-17%	15%	10%	-3%	i
CC1(C)C(C=C(Cl)Cl)C1C(=O)N(Cc1cccc(Cl)c1)C1CCS(=O)(=O)C1 (configuration not stated)	?	-1%	4	0%	-2%	-2%	4%	-3%	i
O=C(O)CCC(=O)N(Cc1cccs1)Cc1cccs1	10%	-2%	18	0%	-9%	2%	nt	-8%	nt
COc1cc(CCCN2C(=O)C(=O)NC[C@@H]2CC2CCCCC2)cc(OC)c1OC	0%	12%	-10	-1%	-1%	?	-8%	-13%	i
CCOc1ccccc1NC(=O)N1CCc2c(sc3c2CCCC3)C1c1ccccc1 (configuration not stated)	0%	10%	nt	nt	nt	nt	-21%	nt	i
Cc1cc(C)cc(C(=O)Nc2ccc(N3CCN(C(=O)c4ccco4)CC3)cc2)c1	nt	nt	-52*	-3%	-3%	25%	?	?	?
O=C(CC1c2ccccc2Oc2ccccc21)Nc1ccccc1C(F)(F)F	-31%	-12%	5	-8%	-4%	-44%[inhibitor]	-6%	?	i
Cc1cc(C)nc(Oc2ccc([N+](=O)[O-])cc2)n1	4%	1%	10	14%	3%	-1%	-1%	-34%[inhibitor]	i
Nc1nnc(SCn2nnc3ccccc3c2=O)s1	-3%	-19%	-15	14%	2%	0%	nt	1%	i
CCCOc1ccc(C2NC(=O)CCC2[N+](=O)[O-])cc1 (configuration not stated)	33%	-1%	-1	6%	4%	?	nt	0%	i
Cc1cc(C)c(NC(=O)CS(=O)CC(=O)Nc2cccnc2)c(C)c1 (configuration not stated)	-11%	-1%	-12	12%	6%	-2%	6%	-13%	i
Nc1nc2c(ncn2[C@@H]2O[C@H](CNS(=O)(=O)C3CC3)[C@@H](O)[C@H]2O)c(=O)[nH]1	8%	0%	11	19%	8%	nt	5%	nt	i
Cc1ccccc1-n1c(SCC(=O)N2CCCC2)nnc1-c1ccccn1	-4%	0%	19	-4%	-6%	-4%	0%	9%	i
Cc1cc2nc(-c3ccc(SCC(=O)Nc4ccc5c(c4)OCCO5)nc3)[nH]c2cc1C	?	7%	-5	?	?	-4%	17%	-2%	?
Cn1c(-c2ccccc2)cnc1SCC(=O)N1CCCCC1	-3%	0%	-15	13%	4%	17%	?	3%	i
CC(=O)NC(C)CCc1ccccc1 (configuration not stated)	0%	-9%	2	2%	15%	6%	5%	-12%	i
O=C(NC(c1ccccc1)C(Cl)(Cl)Cl)c1ccccc1 (configuration not stated)	?	-3%	-10	-2%	-10%	-2%	-7%	18%	i
O=c1oc(-c2ccccc2NS(=O)(=O)c2ccc3ccccc3c2)nc2ccccc12	-10%	3%	15	-4%	6%	?	-6%	-6%	i
CCOc1cc(/C=N/NC(=O)c2cccs2)cc([N+](=O)[O-])c1O	3%	-1%	-20	-3%	-25%	6%	29%	-2%	i
Cc1cc(=O)[nH]c(-n2ncc(C#N)c2N)n1	-2%	-7%	3	14%	14%	5%	-13%	-5%	i
Cc1ccccc1C(=O)Nc1sc2c(c1C(=O)N1CCC(C)CC1)CCCC2	-9%	-11%	nt	nt	nt	nt	-17%	nt	i
O=C(O)c1ccc(N/N=C/c2c[nH]c3ccccc23)cc1	0%	5%	14	-8%	-4%	0%	nt	-32%	i
CCCCN(CCCNC(=O)Cn1nc(CC)n2c(cc3sc(C)cc32)c1=O)Cc1ccccc1	-7%	-7%	-2	3%	8%	?	nt	?	i
O/N=C(/c1ccccc1)c1cc2cc(Br)cc(Br)c2o1	-1%	0%	-85*	?	?	?	4%	-5%	i
N#Cc1ccc(S(=O)(=O)N2CCN(C(=O)c3cn(-c4ccccc4)nc3-c3cccnc3)CC2)cc1	0%	0%	-9	-7%	2%	?	-8%	?	i
CC(OC(=O)Cc1ccccc1[N+](=O)[O-])C(=O)Nc1ccc(Cl)cn1 (configuration not stated)	12%	28%	29	11%	7%	-22%	3%	-37%[inhibitor]	i
O=C(/C=C/c1ccc2c(c1)OCO2)NCCCN1CCOCC1	-24%	0%	5	8%	9%	-27%	3%	?	i
CC(=O)Nc1ccc(Oc2cnc3ccccc3n2)cc1	-23%	4%	24	2.3µM*	2.6µM*	-3%	6%	-6%	i
O=S(=O)(c1ccc2nc(N3CCN(c4ccccc4)CC3)ccc2c1)N1CCCCC1	14%	-2%	2	2%	-1%	2%	nt	4%	nt
CC(C)(C)OC(=O)N1CCC(CNC(=O)c2cccs2)CC1	-32%	5%	14	12%	8%	?	0%	-75%[inhibitor]	i
CCCCNC(=O)O[C@H]1C[C@@H]2CCN3C(=O)CCC[C@H]([C@H]1Cc1ccccc1)[C@H]23	?	8%&10%	0	13%	-6%	9%	1%	-3%	i
Cc1ccccc1-c1cc(C(=O)n2cccn2)c2cc(Cl)ccc2n1	0%	?	50	?	10µM*	2%	46%[activator]	3%	i
O=C(c1ccc(C(F)(F)F)cc1)N1CCC(=O)N([C@H](COCc2ccccc2)Cc2ccccc2)CC1	?	0%	-30	-31%	-40%	nt	-44%	nt	?
COc1cccc(-c2cc(C(=O)NCC3CCCO3)c3cc(Br)cc(C)c3n2)c1 (configuration not stated)	17%	3%	0	10%	14%	0%	3%	16%	i
O=C(Nc1ccc(N2CCN(C(=O)c3cccs3)CC2)cc1)c1cccnc1	10%	0%	-52*	24%	23%	-4%	-5%	-3%	i
CCCC(=O)Nc1ccc(Cl)c(NC(=O)c2ccco2)c1	?	5%	-17	5%	9%	2%	4%	?	i
CC[C@H](C)[C@@H]1NC(=O)c2cc([N+](=O)[O-])cc(F)c2OCC[C@@H](C(N)=O)NC(=O)[C@H](CCCCN)NC1=O	0%	0%	2	-21%	-1%	-5%	-6%	1%	i
Nc1nc(=O)n(C2CC(O)C(CO)O2)cc1Cl (configuration not stated)	2%	0%	10	?	6%	nt	5%	nt	i
CCOC(=O)c1cccc(NC(=O)CN(C)S(=O)(=O)c2cnc[nH]2)c1	20%	3%	18	24%	9%	-3%	0%	3%	i
COc1ccccc1N1CN(Cc2ccccc2)CNC1=S	-8%	-3%	-1	21%	19%	-7%	-1%	0%	i
Cc1n[nH]c(=O)c2c(NC(=O)CSc3ccc(F)cc3)oc(C)c12	-12%	-8%	10	?	-26%	5%	-21%	-5%	i
Cc1c(C(=O)O)oc2ccc(S(=O)(=O)NC3CCCCCCC3)cc12	-1%	-23%	9	-4%	11%	10%	7%	0%	i
Cc1cccc(NC(c2ccc(C)s2)c2ccc3ccc(C)nc3c2O)n1 (configuration not stated)	-19%	-10%	-74*	-1%	-1%	5.8µM*	?	?	i
CCOc1ccc(CNC(=O)CCCOc2cc(=O)n(C)c3ccccc23)cc1	?	5%	16	11%	8%	13%	23%	-8%	i

Overlap with the part before: three compounds, then new ones.
SMILES	KB-V1 cytotox	KB-3-1 tox	IL1B secr inh	HT1080NT lethal	HT1080 IDH1KD tx	MCF10A rereplic	ATXN2 expr inh	SW480 rereplic	ATXN viability
Cc1c(C(=O)O)oc2ccc(S(=O)(=O)NC3CCCCCCC3)cc12	-1%	-23%	9	-4%	11%	10%	7%	0%	i
Cc1cccc(NC(c2ccc(C)s2)c2ccc3ccc(C)nc3c2O)n1 (configuration not stated)	-19%	-10%	-74*	-1%	-1%	5.8µM*	?	?	i
CCOc1ccc(CNC(=O)CCCOc2cc(=O)n(C)c3ccccc23)cc1	?	5%	16	11%	8%	13%	23%	-8%	i
CC(O)(c1ccccc1)c1nc(-c2ccncc2)cs1 (configuration not stated)	?	0%	-1	+	0%	nt	-64%	nt	i
COc1cccc2cc(C(=O)N3CCN(c4ccc(C)cc4C)CC3)c(=O)oc12	0%	17%	9	-1%	-3%	1%	10%	0%	i
Cc1cccc(NS(=O)(=O)c2ccc3c(c2)Cc2cc(S(=O)(=O)Nc4cccc(C)c4C)ccc2-3)c1C	?	?	7	-2%	-3%	?	-18%	-1%	?
COc1ccc(N2C(=O)CC(Sc3nc4ccccc4s3)C2=O)cc1OC (configuration not stated)	-13%	-2%	47	-6%	1%	30%	nt	-3%	32µM*
CCC(C)NC(=O)c1[nH]c2cc(OC)ccc2c1Sc1ccc(C)cc1 (configuration not stated)	4%	-3%	nt	nt	nt	nt	13%	nt	i
COc1cccc(CN2CCN(Cc3nc4c(s3)CCCC4)CC2CCO)c1 (configuration not stated)	?	-15%	11	1%	0%	14%	nt	5%	i
COc1ccccc1C(=O)Nc1ccc(N2CCN(Cc3ccccc3)CC2)cc1	4%	-6%	?	-22%	-3%	-2%	-3%	-1%	i
CCc1ccc(S(=O)(=O)N(C(C)=O)c2ccc3oc4c(c3c2)CCCC4)cc1	-34%	0%	nt	nt	nt	nt	-14%	nt	i
